Screens deposited in PubChem by National Center for Advancing Translational Sciences (NCATS).
PI5P4K alpha inh: blocks human PI5P4K alpha kinase activity | P48426 | PI5P4Kalpha enzyme, ADP-Glo luminescence, 60 min; active compounds read low | max response, % | actives 1.2% (n = 330,000) | AID 652105; active means max response of -50% or lower; inconclusive means between -30% and -50%; inactive means -30% or higher; further: value at the top dose of about 77 µM; on the % scale 0 is the no-effect control and ±100 the full control effect
Target sequence (P48426 whole entry, looked up): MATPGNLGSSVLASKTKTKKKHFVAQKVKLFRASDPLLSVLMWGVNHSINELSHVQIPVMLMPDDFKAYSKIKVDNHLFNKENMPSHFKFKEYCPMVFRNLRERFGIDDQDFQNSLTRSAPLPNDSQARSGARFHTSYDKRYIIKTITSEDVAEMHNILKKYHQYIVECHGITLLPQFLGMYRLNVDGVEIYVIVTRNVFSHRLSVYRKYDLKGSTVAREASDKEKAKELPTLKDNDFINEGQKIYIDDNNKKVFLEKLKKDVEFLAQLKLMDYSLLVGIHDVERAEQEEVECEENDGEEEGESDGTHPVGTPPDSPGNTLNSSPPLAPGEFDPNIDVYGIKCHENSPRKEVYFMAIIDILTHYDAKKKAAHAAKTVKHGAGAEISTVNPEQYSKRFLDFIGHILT
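Single end-point luminescence (ADP-Glo) quantified ADP from PI5P4Kalpha turnover; ATP 5 microM final, 1 h at RT, 0.1% CHAPS and 0.28 mM EGTA in HEPES pH 7.4.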
IL2 activator: activators of IL-2; IL-2 activation reporter assay, cell-based qHTS; stimulated with anti-CD3/CD4/CD28 beads; in transgenic mouse T cells; activation, % (series mostly up to about 46 µM); actives 0.065% (n = 360,000); AID 652025; in the data active means activation above about 50%; inconclusive means mostly about 30% to 49%; further: 0% is about no effect
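Unstimulated transgenic mouse T cells preincubated 60 min with compound, then stimulated with anti-CD3/anti-CD4-coated beads plus anti-CD28 for 18 h at 37 degrees C. IL-2 response read as EGFP and DsRed fluorescence by plate cytometry.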
EPAC1 agonist: activates human EPAC1 exchange factor | EPAC1 agonist qHTS, biochemical assay; response scale: 100% = response to 6.5 mM cAMP | Potency, µM (top dose mostly 154 µM), inactives show at the top dose activation, actives largely listed as activators | O95398 | AID 720707 | actives 0.073% (n = 360,000); further: potency means the concentration at half of the fitted maximal effect; nearly all actives have a fitted effect of over 60% in size
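Nucleotide exchange assay: 100 nM EPAC1 with 250 nM Rap1B loaded with BODIPY-GDP and 50 uM GDP, room temperature. Fluorescence (480/540 nm) read every 5 min for 30 min; signal change normalized to 6.5 mM cAMP as full agonist.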
WRN helicase inh: inhibitors of human WRN helicase; actives 0.46% (n = 360,000); Potency, µM (highest dose often 114 µM), for inactives: top-dose activity change, negative = inhibition, usual class: inhibitors; WRN helicase unwinding, fluorescent forked duplex, kinetic; further: potency means the concentration at half of the fitted maximal effect; on the % scale 0 is the no-effect control and ±100 the full control effect; nearly all actives have a fitted effect of over 55% in size
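Screening of the MLSMR collection measured strand separation of a quenched forked DNA duplex (100 nM) by 20 nM WRN with 2 mM ATP, all final. Compounds were preincubated with enzyme 15 min at room temperature.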
EPAC1 antagonist: blocks human EPAC1 exchange factor | EPAC1 GEF assay, Rap1b-BODIPY-GDP exchange fluorescence | O95398 | Potency, µM (highest dose often 115 µM), for the others: top-dose activity change, negative = inhibition, usual class: inhibitors | actives 0.14% (n = 360,000) | AID 720709;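 further: potency means the concentration at half of the fitted maximal effect; plate controls were vehicle for no effect and positive control for full effect; nearly all actives have a fitted effect of over 50% in size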
Abeta rescue: compounds reversing amyloid beta toxicity in yeast; yeast expressing A-beta42, growth rescue, OD600, 48 h; response scale: 0% DMSO, 100% iron-clioquinol control; Potency, µM (top dose mostly 46.1 µM), without a hit: at the highest dose growth rescue, hits mostly activators; actives 0.063% (n = 410,000); AID 1347071; further: potency means the concentration at half of the fitted maximal effect; nearly all actives have a fitted effect of over 55% in size
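Yeast A-beta toxicity model in growth medium with pinned compounds, 48 h at 30 C; growth read as absorbance at 600 nm. Normalized to FeCl3/clioquinol equimolar mix (positive) and DMSO (negative).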
FUS yeast rescue: suppressors of FUS proteinopathy in yeast. Potency, µM (titrated, usually from 76.6 µM), without a hit: at the top dose growth rescue (activation), actives largely listed as activators. actives 0.24% (n = 390,000). S. cerevisiae FUS-expressing, growth rescue, OD600, 24 h;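 further: potency means the concentration at half of the fitted maximal effect; plate controls were DMSO vehicle for no effect and reference control for full effect; nearly all actives have a fitted effect of over 55% in size; some results filed as inactive show a strong effect at the top dose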
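Read-out: OD at 600 nm after 24hr at 30C, reporting rescue of FUS-induced yeast toxicity. Cells at OD 0.005 in galactose (2%) minimal medium; compounds tested in a dilution series; CP55940 titration from 92uM final as control.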
PLK1 PBD block: blocks phosphopeptide binding to human PLK1 polo-box domain; Plk1 PBD binding of FITC phosphopeptide, fluorescence polarization; P53350; Potency, µM, without a hit: max response, negative = inhibition, usual class: inhibitors; actives 2.8% (n = 360,000); further: potency means the concentration at half of the fitted maximal effect; series mostly up to about 57 µM; on the % scale 0 is the no-effect control and ±100 the full control effect; nearly all actives have a fitted effect of over 65% in size
Target sequence (P53350 whole entry, looked up, the tested form may be a part): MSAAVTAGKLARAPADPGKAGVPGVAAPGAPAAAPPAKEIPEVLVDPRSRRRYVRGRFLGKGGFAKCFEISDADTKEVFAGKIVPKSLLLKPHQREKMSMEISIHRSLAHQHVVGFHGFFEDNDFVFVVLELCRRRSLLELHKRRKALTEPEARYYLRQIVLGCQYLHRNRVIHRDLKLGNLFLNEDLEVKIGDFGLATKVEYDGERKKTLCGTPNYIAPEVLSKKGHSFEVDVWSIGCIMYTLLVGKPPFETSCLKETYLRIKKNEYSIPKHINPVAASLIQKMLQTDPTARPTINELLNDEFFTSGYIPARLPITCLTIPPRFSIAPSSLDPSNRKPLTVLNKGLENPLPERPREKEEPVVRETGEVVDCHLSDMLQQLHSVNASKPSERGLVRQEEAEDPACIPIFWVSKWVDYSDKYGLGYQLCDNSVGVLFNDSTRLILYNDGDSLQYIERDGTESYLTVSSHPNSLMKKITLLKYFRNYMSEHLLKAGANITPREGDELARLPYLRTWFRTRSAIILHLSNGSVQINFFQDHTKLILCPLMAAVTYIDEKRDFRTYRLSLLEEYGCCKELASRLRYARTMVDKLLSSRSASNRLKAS
An asterisk follows results filed as active; ? = inconclusive; · = no result given; [ ] = another dose, or the depositor's remark. Unless noted, the call rests on the fitted dose curve; in most records, active means well fitted curve in the direction sought with a large enough effect; inconclusive means small, poorly fitted or top-dose-only effect, or another doubt; inactive means no such curve, though single readings can be large; an effect the other way counts as inactive or inconclusive.

SMILES	PI5P4K alpha inh	IL2 activator	EPAC1 agonist	WRN helicase inh	EPAC1 antagonist	Abeta rescue	FUS yeast rescue	PLK1 PBD block
CCCCSCc1ccc(C(=O)O)o1	·	3.4	-1%	-8%	9%	1%	29%	-8%
O=c1[nH][nH]c(-c2ccccc2)c1-c1ccccc1	-4	0.2	2%	1%	-4%	7%	-6%	-2%
C/C(=N\NC(=O)C1CCCC1)c1ccc(Cl)c(Cl)c1	14	-2.4	3%	0%	4%	3%	-14%	3%
CCN1C(=O)c2ccc(C(=O)Nc3ccc(O)cc3C)cc2C1=O	0	-0.2	-6%	-7%	-23%	-21%	2%	-5%
CCCCn1c(N)c(N(CC(C)C)C(=O)c2cnc(C)cn2)c(=O)[nH]c1=O	1	-0.6	2%	0%	-13%	12%	1%	4%
COc1ccc(-c2nc(NC(=O)c3cc(C(C)(C)C)nn3C)sc2C)cc1	·	1.0	8%	-11%	-17%	2%	14%	-9%
CN1CCN(S(=O)(=O)c2ccc(CNC(=O)c3ccccc3)s2)CC1	1	-1.9	6%	6%	8%	5%	0%	-18%
COc1ccc(C(C)NC(=S)NC2CCCC2)cc1OC (stereo not given)	-4	-2.5	-7%	8%	-2%	-1%	·	-3%
CCCCC(Sc1nc(N)c(NC(=O)c2ccco2)c(=O)[nH]1)C(=O)O (stereo not given)	-6	-1.6	-2%	10%	12%	5%	11%	1%
Cc1cccc(C)c1NC(=O)CN(C)C(=O)c1cccc(S(=O)(=O)N2CCN(C)CC2)c1	-2	0.4	3%	-3%	-3%	6%	-11%	3%
CS(=O)(=O)c1ccc(C(=O)CN2C(=O)NC3(CCCc4ccccc43)C2=O)cc1 (stereo not given)	-4	0.7	5%	0%	-6%	10%	11%	-9%
Nc1ncnc(Nc2cccc(C(F)(F)F)c2)n1	·	-2.3	6%	-1%	3%	-24%	16%	-11%
COc1ccc(CCNC(=O)CSc2ccc3nnc(CCNC(=O)c4ccccc4)n3n2)cc1OC	1	-2.1	14%	-32%	-22%	-5%	·	-3%
O=C(Oc1ccccc1)c1ccccc1	1	-0.6	-1%	4%	10%	-9%	-21%	5%
O=C(CN1C(=O)NC2(CCc3ccccc32)C1=O)c1ccc2c(c1)OCCO2 (stereo not given)	0	-1.3	8%	-4%	-8%	-1%	?	-7%
Cc1ccc(-n2c(N)cc(=O)nc2SCC(=O)N2CCN(c3ccccc3)CC2)cc1C	-5	-1.5	10%	-35%	-3%	-3%	·	-5%
N#CC1(NC(=O)COC(=O)C2=COCCO2)CCCCC1	-5	1.3	-6%	-4%	-14%	-17%	-22%	2%
CCC(C)NC(=O)C1CCN(S(=O)(=O)N2CCCC2)CC1 (stereo not given)	·	0.2	0%	-3%	4%	12%	0%	-5%
CCC(=O)Nc1ccc(-c2nnc(-c3ccccc3)o2)cc1	-3	0.3	-4%	2%	9%	0%	-12%	-2%
Cc1ccc2c(c1)CCCN2C(=O)c1ccncc1	·	-3.8	9%	-2%	22%	-10%	-18%	-9%
CC1CC(=NNC(=O)C2COc3ccccc3O2)CC(C)(C)C1 (stereo not given)	1	0.4	-1%	5%	-4%	-13%	-29%	-4%
COc1ccc(CCNC(=O)CNC(=O)c2ccco2)cc1	-7	0.9	0%	4%	2%	2%	-3%	-5%
COCCN(C(=O)COC(=O)c1ccc(C=O)cc1)c1c(N)n(Cc2ccccc2)c(=O)[nH]c1=O	-4	-2.6	6%	-17%	-6%	0%	·	2%
COc1cc(OC)cc(-c2nc3nc(C)c(CCC(=O)NCC(OC)OC)c(C)n3n2)c1	3	-1.5	4%	-3%	-2%	1%	6%	-7%

Results in EPAC1 agonist, PI5P4K alpha inh and EPAC1 antagonist (two entries from above):
| SMILES | EPAC1 agonist | PI5P4K alpha inh | EPAC1 antagonist |
| --- | --- | --- | --- |
| N#CC1(NC(=O)COC(=O)C2=COCCO2)CCCCC1 | -6% | -5 | -14% |
| CCC(C)NC(=O)C1CCN(S(=O)(=O)N2CCCC2)CC1 (stereo not given) | 0% | · | 4% |

(listing goes on)
SMILES	PI5P4K alpha inh	IL2 activator	EPAC1 agonist	WRN helicase inh	EPAC1 antagonist	Abeta rescue	FUS yeast rescue	PLK1 PBD block
O=C(Nc1ccc(Cl)cn1)c1cccc(OCc2ccccc2)c1	15	1.3	-1%	-2%	-15%	28%	0%	5%
COc1cccc(C2CC(c3ccccc3OC)n3nc(N)nc3N2)c1 (stereo not given)	1	-3.5	-10%	8%	-8%	-8%	15%	-7%
CC(=O)c1c[nH]c(C(=O)NC2CCCCCC2)c1	2	-3.2	-2%	7%	3%	6%	1%	4%
COc1ccccc1NS(=O)(=O)c1ccc(C)c(C(=O)NCC2(N(C)C)CCCCC2)c1	2	0.7	4%	-2%	-2%	1%	-9%	-13%
CN(C)c1ccc(C2CC(=O)C=C(Nc3ccccc3N)C2)cc1 (stereo not given)	4	0.9	5%	-3%	2%	-10%	?	-3%
C/C(=C\c1cc2ccccc2o1)C1Nc2cccc3cccc(c23)N1	·	0.5	-11%	·	-20%	-14%	-3%	·
CN1CCN(S(=O)(=O)c2cccc(C(=O)N(C)Cc3cccs3)c2)CC1	0	0.0	7%	1%	-18%	0%	-8%	-2%
CCC1CCCCN1CCCNC(=O)CNC(=O)Cn1ccc2ccccc2c1=O (stereo not given)	1	-1.9	0%	0%	0%	-1%	2%	-2%
COc1ccc(NC(=O)c2cc(C3CCCCN3C(=O)c3ccc4c(c3)CCO4)on2)c(C)c1 (stereo not given)	-2	-0.2	7%	-3%	-19%	-16%	?	-21%
CSCCC(NC(=O)c1ccccc1Cl)C(=O)N1CCN(c2ccccn2)CC1 (stereo not given)	12	1.3	-2%	-8%	-4%	-2%	-3%	-1%
O=C(Nc1ccccc1C1CC1)c1cccs1	5	0.7	14%	4%	-4%	-1%	-2%	-10%
CCCN(CCC)C(=O)NC1CC(=O)N(c2ccc(OC)cc2)C1 (stereo not given)	-6	-1.5	0%	8%	3%	7%	·	3%

Reprinted from the listing (11 entries):
SMILES	PI5P4K alpha inh	IL2 activator	EPAC1 agonist	WRN helicase inh	EPAC1 antagonist	Abeta rescue	FUS yeast rescue	PLK1 PBD block
COc1cccc(C2CC(c3ccccc3OC)n3nc(N)nc3N2)c1 (stereo not given)	1	-3.5	-10%	8%	-8%	-8%	15%	-7%
CC(=O)c1c[nH]c(C(=O)NC2CCCCCC2)c1	2	-3.2	-2%	7%	3%	6%	1%	4%
COc1ccccc1NS(=O)(=O)c1ccc(C)c(C(=O)NCC2(N(C)C)CCCCC2)c1	2	0.7	4%	-2%	-2%	1%	-9%	-13%
CN(C)c1ccc(C2CC(=O)C=C(Nc3ccccc3N)C2)cc1 (stereo not given)	4	0.9	5%	-3%	2%	-10%	?	-3%
C/C(=C\c1cc2ccccc2o1)C1Nc2cccc3cccc(c23)N1	·	0.5	-11%	·	-20%	-14%	-3%	·
CN1CCN(S(=O)(=O)c2cccc(C(=O)N(C)Cc3cccs3)c2)CC1	0	0.0	7%	1%	-18%	0%	-8%	-2%
CCC1CCCCN1CCCNC(=O)CNC(=O)Cn1ccc2ccccc2c1=O (stereo not given)	1	-1.9	0%	0%	0%	-1%	2%	-2%
COc1ccc(NC(=O)c2cc(C3CCCCN3C(=O)c3ccc4c(c3)CCO4)on2)c(C)c1 (stereo not given)	-2	-0.2	7%	-3%	-19%	-16%	?	-21%
CSCCC(NC(=O)c1ccccc1Cl)C(=O)N1CCN(c2ccccn2)CC1 (stereo not given)	12	1.3	-2%	-8%	-4%	-2%	-3%	-1%
O=C(Nc1ccccc1C1CC1)c1cccs1	5	0.7	14%	4%	-4%	-1%	-2%	-10%
CCCN(CCC)C(=O)NC1CC(=O)N(c2ccc(OC)cc2)C1 (stereo not given)	-6	-1.5	0%	8%	3%	7%	·	3%

(list continues)
SMILES	PI5P4K alpha inh	IL2 activator	EPAC1 agonist	WRN helicase inh	EPAC1 antagonist	Abeta rescue	FUS yeast rescue	PLK1 PBD block
O=C(O)c1cccc(S(=O)(=O)Nc2ccc(Cc3ccncc3)cc2)c1	5	0.2	-5%	-12%	-8%	0%	13%	2%
O=C(N=C1SC2CS(=O)(=O)CC2N1c1cc(Cl)ccc1Cl)C1CC1 (stereo not given)	3	0.0	12%	-1%	-4%	2%	2%	-3%
Nc1nnc(C2CCCC2)s1	-11	1.1	10%	2%	-9%	-4%	·	-5%
CCN(C(=O)CSc1nc2cc(S(=O)(=O)N(CC)CC)ccc2o1)C1CCS(=O)(=O)C1 (stereo not given)	-15	2.5	0%	7%	17%	-1%	6%	21µM*
Clc1cnc(N/N=C/c2cccs2)c(Cl)c1	8	-0.2	4%	-8%	14%	-9%	20%	-9%
COc1ccc(-c2noc(CNC(=O)CCCN3C(=O)[C@H]4CC=CC[C@H]4C3=O)n2)cc1	12	-3.0	-2%	0%	14%	-18%	7%	-13%
Cc1onc(-c2ccccc2)c1C(=O)NC(C)c1ccccc1 (stereo not given)	1	1.7	4%	-6%	-4%	6%	7%	3%
CCCOc1cccc(C(=O)NCCNC(=O)c2cnccn2)c1	0	-0.3	1%	8%	21%	7%	16%	-3%
CC(C(=O)O)c1ccc2c(c1)[nH]c1ccc(Cl)cc12 (stereo not given)	-5	1.8	-11%	4%	2%	-70%[inhibitor]	-31%	-4%
CC(=O)Nc1cccc(OCC(=O)NCCC2=CCCCC2)c1	-9	1.9	2%	1%	-9%	-18%	5%	-10%
O=C(NCCCO)/C(=C/c1ccc(-c2cccc([N+](=O)[O-])c2)o1)NC(=O)c1ccccc1	-8	-1.1	9%	-2%	-5%	-2%	4%	-6%
